UDG counter – blocks uracil-DNA glycosylase in AID counter-screen; FRET deamination/UDG coupled assay, UDG read, 4 h; 91,000 compounds, 0.14% hits; Potency, µM (top dose mostly 115 µM), for inactives: at the top dose activity change, negative = inhibition, most hits filed as inhibitors; also: nearly all actives have a fitted effect of over 65% in size
AID inh – blocks human AID cytidine deaminase activity. Q9GZX7. AID deamination FRET fluorescence, UDG-coupled, 4 h. Potency, µM (series often up to 115 µM), without a hit: top-dose activity change, negative = inhibition, usual class: inhibitors. 91,000 compounds, 0.32% hits; also: nearly all actives have a fitted effect of over 25% in size
Target sequence (Q9GZX7 whole entry, looked up): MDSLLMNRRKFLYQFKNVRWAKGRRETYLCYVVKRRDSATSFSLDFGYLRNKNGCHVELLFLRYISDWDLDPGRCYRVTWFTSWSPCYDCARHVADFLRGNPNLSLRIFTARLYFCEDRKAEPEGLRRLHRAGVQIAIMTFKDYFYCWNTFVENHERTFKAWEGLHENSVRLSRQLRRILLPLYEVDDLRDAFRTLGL
An asterisk follows results filed as active; ? = inconclusive; & = joins results of further samples; [ ] = another dose, or the depositor's remark. Calls follow the shape of the dose curve; as a rule, active = well fitted curve in the direction sought with a large enough effect; inconclusive = small, poorly fitted or top-dose-only effect, or another doubt; inactive = no such curve, though single readings can be large; an effect the other way counts as inactive or inconclusive. % is scaled to controls: 0 for no effect and ±100 for the full control effect; potency is read from the fitted curve at half-maximal effect.

Screens in order – AID inh	UDG counter
Cc1nc(Cc2nn3c(-c4cc(Cl)ccc4F)nnc3s2)cs1
  -3.3%	-9.3%
COc1ccc(N2C(=O)CCC2(C#N)c2ccccc2OCc2ccccc2)cc1 (centres undefined)
  -18.6%	1.4%
CN(CC(=O)Nc1ccc(Br)cc1)S(=O)(=O)c1cccc2nsnc12
  -24.1%	-2.0%
O=C(CS(=O)(=O)c1cccc2nsnc12)N1CCN(c2cccc(Cl)c2)CC1
  -24.0%	-21.2%
CCN(CC1COc2ccccc2O1)S(=O)(=O)N1CCOCC1 (centres undefined)
  2.8%	-1.9%
C=CC[C@@H]1Cc2c(Br)ccc(Br)c2[C@@H](CC=C)N1
  38.3%[activator]	-2.2%
COc1cccc(C(=O)/C(C#N)=C\c2ccccc2C(F)(F)F)c1
  -20.4%	2.4%
CCOC(=O)Nc1ccc2c(CN3CCC(C(N)=O)CC3)cc(=O)oc2c1
  4.3%	9.4%
CCC(=O)NC1(C(F)(F)F)N=C(c2ccccc2)N(CCc2ccccc2)C1=O (centres undefined)
  -5.1%	-4.8%
O=C(NCc1ccc(Br)o1)c1nc(-c2ccccc2)no1
  7.6%	2.5%
N#Cc1ccc(OCCSCc2cccc3ccccc23)cc1
  -17.4%	-1.8%
O=C(Nc1nc(-c2ccccc2)ns1)c1ccc(Cl)cc1
  -3.9%	-3.3%
CCCc1nnc(NC(=O)c2cc(=O)c3cc(Cl)c(C)cc3o2)s1
  -5.5%	-8.8%
COC(=O)c1sccc1S(=O)(=O)N(CC(=O)NCc1ccccc1)c1ccc(C)cc1
  9.0%	-14.8%
Cc1ccc(NC(=O)CCNS(=O)(=O)c2ccc(Br)s2)cc1
  20.6%	10.0%
CCc1ccc(-c2c(C)sc(N)c2C#N)cc1
  9.8%	-5.2%
O=C(/C=C/c1ccncc1)c1ccc(N2CCOCC2)cc1
  -2.8%	-8.0%
CCOC(=O)c1ccccc1NC(=O)c1sc2nc3n(c(=O)c2c1C)CCCCC3
  -0.3%	-16.5%
O=C(CCl)c1c[nH]c2ccccc12
  -9.6%	9.5%
COc1cccc(CNCc2c(C(=O)O)c(C)n(Cc3ccc(F)cc3Cl)c2C)c1OC
  -5.6%	-11.1%
Cc1ccc(CNC(=O)c2sc3nc4n(c(=O)c3c2C)CCCCC4)cc1
  ?	-18.3%
N#Cc1ccsc1NC(=O)CSc1nnc(-c2ccccc2F)n1C1CC1
  3.7%	-6.7%
CCOc1ccc(NC(=O)CC2C(=O)N(c3ccccc3)C(=O)N2C2CCCC2)cc1 (centres undefined)
  -0.6%	-4.3%
CC(C)(C)C(=O)OC1=CN(Cc2ccccc2)S(=O)(=O)c2ccccc21
  ?	3.4%
O=C(Nc1ccc2nc(SCC(=O)N3CCc4ccccc43)sc2c1)c1ccccc1
  -0.1%	5.1%[57.5 µM]
O=C(Nc1ccccc1Cl)c1cc(S(=O)(=O)N2CCC3(CC2)OCCO3)ccc1F
  8.1%	-3.5%
COc1ccc(N2CCN(C(=O)c3oc4ccccc4c3NC(=O)c3ccccc3OC)CC2)cc1
  -11.3%	-9.3%
Cc1ccc(CN2CCC(CNC(=O)c3cnn(-c4ccc(C)cc4)c3C3CCN(C(=O)OC(C)(C)C)CC3)CC2)cc1
  -21.8%	75.7%[activator]
O=C(/C=C/Nc1ccc(F)c(Cl)c1)c1ccc(-c2ccccc2)cc1
  4.4%	8.6%
NC(=S)c1ccc(C(=O)NCc2ccccc2F)cc1
  -6.8%	-2.9%
Cn1c(=O)[nH]c(=O)c2c1nc(NCCCO)n2Cc1ccccc1
  -0.8%	10.3%
COc1ccc(S(=O)(=O)N2CCn3cccc3C2c2ccccc2F)cc1C (centres undefined)
  -19.0%	26.4%
O=C(CSc1nncn2c1cc1occc12)Nc1ccc(F)c(Cl)c1
  24.3%	6.0%
Nc1c(C(=O)Nc2ccc(F)c(F)c2)sc2nc(-c3ccncc3)ccc12
  10.6%	-1.3%
CC(N(C)C(=O)CCc1ccco1)C(C)(C)C (centres undefined)
  5.1%	-2.4%
COC(=O)c1ccc(NC(=O)CSc2nc3c(c(=O)n(C)c(=O)n3C)n2Cc2ccccc2)cc1
  -10.5%	-11.3%
CN(Cc1ccc(C(F)(F)F)cc1)C(=O)c1ccc(CNC(N)=O)cc1
  -2.5%	-2.4%
N#C/C(=C(O)\C=C\c1ccccc1)c1nc2ccccc2[nH]1
  9.4%	-6.4%
Cc1cccc(N2CCN(C(=O)C3CCN(S(=O)(=O)c4c(C)noc4/C=C/c4ccccc4F)CC3)CC2)c1C
  8.0%	1.6%
COc1ccccc1CNC(=O)c1ccc(N2CCCC2)c(NC(=O)NCc2ccc(C)cc2)c1
  1.9%	3.7%
COCCCNC(=O)c1cnn(-c2ccccc2Cl)c1C1CCN(C(=O)OC(C)(C)C)CC1
  -3.9%	-18.1%
CC1CCN(CCCCNC(=O)/C=C/c2ccc(OC(F)(F)F)cc2)CC1
  -14.4%	-4.6%
COc1cc2c(cc1OC)C(COc1ccc3c(C)cc(=O)oc3c1)N(C(=O)c1ccc(Cl)cc1)CC2 (centres undefined)
  -1.6%	0.1%
Cc1ccc(C(=O)c2cn(Cc3ccccc3)c3c(F)cc(F)cc3c2=O)cc1
  -18.0%	-4.1%
COc1ccc(-c2cc(C(=O)O)c3c(C(C)C)noc3n2)cc1OC
  4.0%	7.8%

Profiles as entered above.
COc1cc2c(cc1OC)C(COc1ccc3c(C)cc(=O)oc3c1)N(C(=O)c1ccc(Cl)cc1)CC2 (centres undefined) in the list: AID inh = -1.6%; UDG counter = 0.1%
COc1ccc(S(=O)(=O)N2CCn3cccc3C2c2ccccc2F)cc1C (centres undefined) in the list: AID inh = -19.0%; UDG counter = 26.4%
CC1CCN(CCCCNC(=O)/C=C/c2ccc(OC(F)(F)F)cc2)CC1 in the list: AID inh = -14.4%; UDG counter = -4.6%

Going on with the list:
Screens in order – AID inh	UDG counter
N#Cc1ccc(CN2CCC(c3ccnn3CCO)CC2)c(F)c1
  -1.6%	12.1%
CCc1c(C)sc(NC(=O)C#Cc2ccccc2)c1C#N
  2.9%	10.7%
CCn1cc(C(=O)Nc2ccc(C(C)C)cc2)c2cc(OC)c(OC)cc2c1=O
  -6.9%	-11.5%
Cc1ccc(C2=Nc3ccccc3N(CC(=O)NCc3ccc(Cl)cc3)C(=O)C2)cc1C
  -11.8%	-2.7%
CCOC(=O)C1=C(CS(=O)(=O)c2c(C)cc(C)cc2C)NC(=O)NC1c1cccc(OC)c1 (centres undefined)
  9.8%	-7.2%
CCCCCCCCCCCCS(=O)CC(O)c1ccccc1 (centres undefined)
  -8.8%	-3.4%
COCCn1c(SCC(=O)Nc2ccc(C(F)(F)F)cc2)nc2c([nH]c3ccccc32)c1=O
  4.6%	-2.2%
CC(=O)N1CCN(c2oc(-c3cccc(C)c3)nc2S(=O)(=O)c2ccccc2)CC1
  -9.4%	-2.9%
O=C(NCC(F)(F)F)c1cc(-c2ccc3c(c2)OCCO3)nc2ccccc12
  4.5%	-5.2%
COc1ccc(OC(=O)C(C)Oc2cccc(C)c2C)cc1 (centres undefined)
  0.6%	8.5%
COc1ccc(OCC(O)Cn2c(NCCO)nc3c2c(=O)n(C)c(=O)n3C)cc1 (centres undefined)
  2.0%&-26.8%	-2.7%&-11.3%
Cc1ccc(CCNC(=O)c2ccc(CSCc3ccccc3Cl)o2)cc1
  ?	33.2%[activator]
COc1ccccc1N1CCN(C(=O)c2cc3c(=O)n(Cc4cccs4)ccc3nc2C)CC1
  -5.8%	-2.2%
CCCC(=O)C1=C(c2ccc(C)c(C)c2)N(C(=O)CCC)n2c(CC)nnc2S1
  64.2%[activator]	-1.7%
Cc1ccc(NC(=O)CSc2nnc(-c3ccc(Br)cc3)o2)c(C)c1
  -14.3%	-4.1%

Five compounds picked at random from the list so far:
Screens in order – AID inh	UDG counter
CCOC(=O)C1=C(CS(=O)(=O)c2c(C)cc(C)cc2C)NC(=O)NC1c1cccc(OC)c1 (centres undefined)
  9.8%	-7.2%
CCn1cc(C(=O)Nc2ccc(C(C)C)cc2)c2cc(OC)c(OC)cc2c1=O
  -6.9%	-11.5%
COc1ccccc1N1CCN(C(=O)c2cc3c(=O)n(Cc4cccs4)ccc3nc2C)CC1
  -5.8%	-2.2%
Cc1ccc(CCNC(=O)c2ccc(CSCc3ccccc3Cl)o2)cc1
  ?	33.2%[activator]
Cc1ccc(C2=Nc3ccccc3N(CC(=O)NCc3ccc(Cl)cc3)C(=O)C2)cc1C
  -11.8%	-2.7%

Going on with the list:
Screens in order – AID inh	UDG counter
COc1ccc(OC)c(C(=O)COC(=O)CCC(=O)c2ccc(Cl)cc2)c1
  12.2%	-2.5%
Cc1cccc(C)c1OCc1cc(=O)n2c(-c3ccccc3)csc2n1
  20.4%	-10.3%
CC[C@H](C)[C@H](NC(=O)c1ccc(Cl)cc1)C(=O)OCc1ccc(C(N)=O)cc1
  1.4%	1.9%
Cc1cnc2c(S(=O)(=O)NCC(C)N3CCOCC3)cccc2c1 (centres undefined)
  1.0%	-4.6%
CCC1CCCCN1C(=O)c1nn(-c2ccc(OC)cc2)c(=O)c2c1c1ccccc1n2C (centres undefined)
  19.0%	57.6%[activator]
COc1ccc(-c2nc(CCNC(=O)c3c(F)cccc3Cl)cs2)cc1
  -9.1%	-2.7%
Cc1ccc(NC(=O)c2c(C)nc3sc(C(=O)Nc4ccc(F)cc4)c(N)c3c2-c2ccccc2Cl)c(C)c1
  1.0%	11.5%
O=C(NCC#Cc1ccccc1)c1cccc2cccnc12
  -16.6%	-7.1%
CC(=O)Nc1ccc(NC(C)C(=O)Nc2ccc(Cl)cn2)cc1 (centres undefined)
  -8.5%	-1.9%
CC(CC#N)N1CCN(C(=O)c2cc3ccccc3[nH]2)CC1 (centres undefined)
  1.4%	-2.8%
CCc1cc2c(cc3c(=O)n(CC(=O)NC4CCCCC4)ncn32)s1
  -0.2%	-4.1%
CCOc1ccc(C(=O)c2cn(Cc3ccccc3OC)c3ccc(F)cc3c2=O)cc1
  ?	-10.1%
O=C(c1ccc2c(c1)CCN2S(=O)(=O)c1ccccc1)N1CCN(c2cccc(Cl)c2)CC1
  ?	-3.5%
CCC(Sc1ncccc1C(=O)Oc1ccccc1Cl)C(=O)Nc1ccccc1OC (centres undefined)
  2.6%	-7.6%
Cc1ccccc1CNC(=O)CN1C(=O)CCCc2ccccc21
  4.0%	-16.7%[57.5 µM]
Cc1ccc(C)c(N2CCN(C(=O)Cn3ncc4ccsc4c3=O)CC2)c1
  7.8%	4.3%
CCOC(=O)c1c(C)[nH]c(CCC(=O)NCc2ccc(CC)cc2)c1C
  -7.2%	-2.9%[57.5 µM]
Cc1ccc2nc(N3CCNCC3)c(-n3nc(C)cc3C)nc2c1
  -12.8%	8.2%
CCCCC(=O)Nc1cc(-c2nc3ccccc3o2)ccc1OC
  -1.3%&21.8%	-2.6%&-3.7%
CCc1cccc2c(-c3ccccc3)nc(SCC(=O)Nc3ccccc3)nc12
  -0.2%	6.7%
CCC(C(=O)NCCc1ccccc1)n1nc(C)n2c(cc3sccc32)c1=O (centres undefined)
  ?	-22.6%
COc1ccc(S(=O)(=O)N2CCSC2c2cc(OC)ccc2OC)cc1 (centres undefined)
  -4.6%	1.3%
COc1ccc(CNC(=O)c2ccc3c(c2)CCN3S(=O)(=O)c2ccccc2)cc1
  ?	-11.0%
Cc1ccc2nc(N(Cc3cccnc3)C(=O)COc3ccccc3)sc2c1
  14.7%	8.7%
Clc1ccccc1CSc1nncn2c1cc1occc12
  1.8%	-14.8%
O=C(O)CCc1ccc(-c2ccc(Br)cc2)n1-c1ccccc1O
  -24.7%	?
COc1ccc(CNC(=O)CCc2ncc(-c3ccccc3)o2)cc1
  -7.2%	-13.4%
CNc1oc(-c2cc(S(=O)(=O)N(C)C)c(C)o2)nc1C#N
  -1.8%	-3.6%
CC(C)n1nc(C(=O)Nc2ccc(Nc3ccccc3)cc2)c2ccccc2c1=O
  -14.8%	-12.3%
CC(=O)c1ccc(-c2ccc(C(=O)O)o2)cc1
  -9.8%	6.0%
CCC(Oc1ccccc1)C(=O)Nc1nnc(S(=O)(=O)N(CC)CC)s1 (centres undefined)
  ?	-7.3%

Assay outcomes: PubChem BioAssay, National Center for Advancing Translational Sciences (NCATS)

This is a subset (hit frequency here may not be typical).
